# MT1-MMP act inh – MT1-MMP (human) activation inhibition; GFP/RFP ratio change, % at 20 µM; HT1080 RFP-PRO-GFP cells, GFP/RFP ratio fluorescence, overnight; percent of plate control window, DMSO zero; 360,000 compounds, 0.061% hits;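 active = GFP/RFP ratio change of at least 30% with cell ATP level not reduced by more than half and red fluorescence within 50% of control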; note: strong numbers were not always called active
#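 Test system: HT1080 RFP-PRO-GFP cells; Benchmarks: DMSO and RFP-L50D-GFP cell wells; Timing: cells overnight before dosing, compound overnight, 37 °C, 5% CO2; Compound: one 20 µM compound dose with 1% DMSO; Read-out: GFP/RFP fluorescence ratio.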
# CendR NRP1 mod – alters CendR peptide binding to human NRP-1. 360,000 compounds, 0.85% hits. FAM-RPARPAR peptide binding to NRP-1, fluorescence polarization. inhibition, % at 25 µM;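 active = inhibition or corrected inhibition above about 18%, plus a signal ratio from 0.5 to 1.5, limit read from the data, passing the limit was not always enough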; note: strong numbers were not always called active
# MsrA act – activators of bovine methionine sulfoxide reductase A; purified bovine MsrA, absorbance read-out; activation, % at 10.6 µM; 360,000 compounds, 0.3% hits; AID 602163; in the data active = activation above about 7.5%;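 note: 0% = vehicle and 100% = reference activator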
# eLon inh – E. coli protease La inhibition; P0A9M0; purified E. coli Lon protease, fluorescence polarization; 360,000 compounds, 0.42% hits; inhibition, % at 7.94 µM; in the data active = inhibition above about 13%, passing the limit was not always enough;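 note: 0% = enzyme with probe and DMSO and 100% = no enzyme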
# SKN-1 block – inhibitors of C. elegans SKN-1 | C. elegans VP596 Pgst-4::GFP/RFP ratio, acrylamide-induced, 24 h | inhibition, % at 21.8 µM | 360,000 compounds, 0.49% hits | AID 624304;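 active = interference check ratio from 0.5 to 1.5 plus GFP to RFP signal ratio inhibition reaching or exceeding a fixed threshold, cut at about 30% in these data, passing the limit was not always enough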; note: some compounds called inactive have numbers as strong as hits
# MsrA inhibitor – bovine MsrA inhibition; 360,000 compounds, 0.75% hits; inhibition, % at 15.5 µM; purified bovine MsrA, absorbance read-out; in the data active = inhibition above about 4.5%;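 note: 0% = vehicle wells with enzyme and 100% = reference inhibitor wells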
# Neddyl block – cullin neddylation inhibition. P61081+Q13564. TR-FRET cullin neddylation, biochemical. calls only at 25 µM. 360,000 compounds, 0.58% hits; in the data active = inhibition above about 36%
# Rin1-Abl PPI inh – human Rin1-Abl interaction inhibition | P00519+Q13671 | TR-FRET Rin1/Abl binding, biochemical | AID 588664 | 360,000 compounds, 0.4% hits | inhibition, % at 7.35 µM; in the data active = inhibition above about 5%, passing the limit was not always enough
# Target sequence (P00519 whole entry, looked up): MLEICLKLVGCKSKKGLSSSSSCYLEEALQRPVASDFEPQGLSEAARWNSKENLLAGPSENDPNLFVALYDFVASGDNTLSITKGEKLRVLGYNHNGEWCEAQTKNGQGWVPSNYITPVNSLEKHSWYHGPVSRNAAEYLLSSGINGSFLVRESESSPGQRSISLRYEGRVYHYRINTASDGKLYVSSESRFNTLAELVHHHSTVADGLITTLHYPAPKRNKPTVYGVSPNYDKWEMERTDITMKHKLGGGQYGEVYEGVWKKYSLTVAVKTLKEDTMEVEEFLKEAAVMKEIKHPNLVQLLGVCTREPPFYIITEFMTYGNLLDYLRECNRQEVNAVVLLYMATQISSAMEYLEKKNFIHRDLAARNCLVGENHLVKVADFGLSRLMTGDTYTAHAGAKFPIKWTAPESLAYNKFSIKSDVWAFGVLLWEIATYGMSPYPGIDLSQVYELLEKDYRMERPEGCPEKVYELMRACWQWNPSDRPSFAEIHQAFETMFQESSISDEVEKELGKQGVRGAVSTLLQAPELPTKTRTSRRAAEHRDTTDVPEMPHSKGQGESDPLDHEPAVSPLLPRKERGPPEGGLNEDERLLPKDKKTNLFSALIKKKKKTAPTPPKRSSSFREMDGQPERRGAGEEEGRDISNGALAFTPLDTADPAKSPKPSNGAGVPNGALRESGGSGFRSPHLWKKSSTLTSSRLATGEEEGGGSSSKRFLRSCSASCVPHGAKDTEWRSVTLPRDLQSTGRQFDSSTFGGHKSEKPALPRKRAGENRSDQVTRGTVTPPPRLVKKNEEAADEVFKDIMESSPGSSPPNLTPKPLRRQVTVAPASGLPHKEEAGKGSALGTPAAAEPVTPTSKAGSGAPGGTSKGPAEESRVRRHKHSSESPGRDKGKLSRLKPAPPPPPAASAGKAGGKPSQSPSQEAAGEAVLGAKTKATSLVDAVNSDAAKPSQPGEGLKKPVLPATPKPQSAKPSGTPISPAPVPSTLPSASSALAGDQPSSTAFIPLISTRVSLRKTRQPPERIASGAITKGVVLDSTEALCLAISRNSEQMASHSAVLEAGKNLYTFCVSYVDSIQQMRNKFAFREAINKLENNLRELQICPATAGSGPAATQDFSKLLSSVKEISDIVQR
# Target sequence (Q13671 whole entry, looked up): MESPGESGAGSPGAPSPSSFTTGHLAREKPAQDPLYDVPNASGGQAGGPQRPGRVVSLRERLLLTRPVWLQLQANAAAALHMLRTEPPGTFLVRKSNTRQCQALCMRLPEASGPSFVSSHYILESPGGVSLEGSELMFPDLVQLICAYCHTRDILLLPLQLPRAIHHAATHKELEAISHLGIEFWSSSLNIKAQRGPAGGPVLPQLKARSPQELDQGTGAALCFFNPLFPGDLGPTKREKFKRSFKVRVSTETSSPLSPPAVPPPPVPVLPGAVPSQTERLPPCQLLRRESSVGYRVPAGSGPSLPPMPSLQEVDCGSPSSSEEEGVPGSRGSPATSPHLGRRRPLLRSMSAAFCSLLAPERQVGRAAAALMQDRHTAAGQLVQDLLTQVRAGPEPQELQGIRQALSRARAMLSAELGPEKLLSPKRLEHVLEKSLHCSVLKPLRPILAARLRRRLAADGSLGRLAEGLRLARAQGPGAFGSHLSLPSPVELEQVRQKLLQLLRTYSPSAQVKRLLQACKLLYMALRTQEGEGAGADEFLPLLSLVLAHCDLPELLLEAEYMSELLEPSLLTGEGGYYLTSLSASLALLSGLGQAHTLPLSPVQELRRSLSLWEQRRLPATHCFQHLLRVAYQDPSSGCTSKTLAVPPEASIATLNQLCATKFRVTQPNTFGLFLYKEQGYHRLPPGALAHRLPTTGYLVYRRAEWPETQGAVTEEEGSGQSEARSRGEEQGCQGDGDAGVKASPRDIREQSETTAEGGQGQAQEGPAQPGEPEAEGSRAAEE
# FAS TE block – blocks the thioesterase domain of human fatty acid synthase | inhibition, % at 15 µM | AID 602261 | recombinant FAS-TE, OMFH fluorogenic substrate, fluorescence endpoint | 360,000 compounds, 0.67% hits | P49327;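 active = compounds whose normalised, plate-corrected inhibition of enzyme fluorescence in the single-dose primary screen is 50% or more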;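 note: 0% = DMSO with enzyme and 100% = substrate without enzyme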
# Numbers without * were called inactive; i = inactive; / = no result given; + = active, no number.
SMILES,MT1-MMP act inh,CendR NRP1 mod,MsrA act,eLon inh,SKN-1 block,MsrA inhibitor,Neddyl block,Rin1-Abl PPI inh,FAS TE block
O=C(O)c1ccc2c(c1)S(=O)(=O)N=C1CCCCCN12,-4,14,-11,1,5,1.3,i,2,-6
CC(=O)c1ccc(C(=O)N2CCCC(CCC(=O)N(C)CCc3ccccn3)C2)s1 (configuration not stated),3,-8,-1,-10,-6,-1.7,i,0,-7
Cn1c(=O)c2c(n(Cc3ccccc3)c1=O)NC(=O)C2CC(=O)N1CCc2ccccc2C1 (configuration not stated),1,-8,0,0,2,/,i,1,-6
CCN(CC(=O)Nc1c(F)cccc1F)C(=O)Cc1n[nH]c(=O)c2ccccc12,-1,-6,-3,-4,2,-1.6,i,-2,-9
Cc1noc(/C=C/c2ccco2)c1S(=O)(=O)N1CCC(C(=O)N2CCc3ccccc32)CC1,-3,-40,-2,-2,7,3.0,i,-1,27
CC(NC(=O)OC(C)(C)C)C(=O)N1CCCC1C(=O)NC(Cc1ccccc1)C(N)=O (configuration not stated),-2,-3,-4,5,2,1.2,i,0,-5
Cc1cc(F)ccc1NC(=O)c1ccc(NS(=O)(=O)c2cc(C(C)(C)C)ccc2C)cc1,-2,7,-3,-3,6,1.6,i,0,17
O=C(c1ccco1)N1CCN(c2ccc(Cl)cc2)CC1,0,-9,-7,-4,-16,-1.3,i,2,-4
COc1ccc(C)cc1-n1[nH]nnc1=S,-1,4,-2,3,-2,-1.1,i,2,0
O=C(O)CC(Cc1ccc(Cl)cc1)C(=O)NCC12CC3CC(CC(C3)C1)C2 (configuration not stated),1,9,-2,-1,28,-0.7,i,-1,3
c1ccc(OCCOc2ncnc3ccccc23)cc1,-2,-4,1,-6,-1,-1.5,i,-1,-1
CCn1cc(S(=O)(=O)Nc2ccccc2C(F)(F)F)cn1,4,9,0,7,13,-0.2,i,1,0
C#CCN(C(=O)CC1C(=O)NCCN1C/C=C/c1ccccc1)C1CCCCC1 (configuration not stated),-3,-9,-3,-4,0,1.2,i,-2,-1
COCc1ccc(CN2CCCC(CCC(=O)NCc3cccc(OC)c3)C2)o1 (configuration not stated),7,8,-5,1,-2,2.3,i,4,-8
Cc1ccc(C)c(NC(=O)CN(C)C(=O)CCN2C(=O)c3ccccc3C2=O)c1,2,-7,-11,-2,-2,1.7,i,-2,-5
CN(CC(=O)NCCCn1ccnc1)S(=O)(=O)c1ccc(Cl)cc1,-1,4,-12,-3,0,0.1,i,2,-7
COCCn1c(SCC(=O)NC2CC2)nc2ccccc21,2,-3,2,3,8,0.2,i,1,-10
Cc1c(C(=O)N2CCN(Cc3ccccc3)CC2)sc2ncnc(N3CCOCC3)c12,-2,-4,-2,-3,4,0.9,i,-3,-6
Cc1ccc(-c2csc(NC(=O)CCNC(=O)c3ccccc3Cl)n2)cc1,-2,-4,-1,0,12,1.7,i,0,8
CC1CCc2c(C(=O)Nc3cccc(-c4nn[nH]n4)c3)csc2C1 (configuration not stated),-4,-6,-2,4,-8,-1.1,i,-1,5

# An excerpt from above in order of their number in MsrA act, largest number first.
Compound | MsrA act
COCCn1c(SCC(=O)NC2CC2)nc2ccccc21 | 2
CC(=O)c1ccc(C(=O)N2CCCC(CCC(=O)N(C)CCc3ccccn3)C2)s1 (configuration not stated) | -1
Cc1c(C(=O)N2CCN(Cc3ccccc3)CC2)sc2ncnc(N3CCOCC3)c12 | -2
Cc1cc(F)ccc1NC(=O)c1ccc(NS(=O)(=O)c2cc(C(C)(C)C)ccc2C)cc1 | -3
CC(NC(=O)OC(C)(C)C)C(=O)N1CCCC1C(=O)NC(Cc1ccccc1)C(N)=O (configuration not stated) | -4
CN(CC(=O)NCCCn1ccnc1)S(=O)(=O)c1ccc(Cl)cc1 | -12

# Quoted from the results shown for reference:
SMILES,MT1-MMP act inh,CendR NRP1 mod,MsrA act,eLon inh,SKN-1 block,MsrA inhibitor,Neddyl block,Rin1-Abl PPI inh,FAS TE block
O=C(O)c1ccc2c(c1)S(=O)(=O)N=C1CCCCCN12,-4,14,-11,1,5,1.3,i,2,-6
CC(=O)c1ccc(C(=O)N2CCCC(CCC(=O)N(C)CCc3ccccn3)C2)s1 (configuration not stated),3,-8,-1,-10,-6,-1.7,i,0,-7
Cn1c(=O)c2c(n(Cc3ccccc3)c1=O)NC(=O)C2CC(=O)N1CCc2ccccc2C1 (configuration not stated),1,-8,0,0,2,/,i,1,-6
CCN(CC(=O)Nc1c(F)cccc1F)C(=O)Cc1n[nH]c(=O)c2ccccc12,-1,-6,-3,-4,2,-1.6,i,-2,-9
Cc1noc(/C=C/c2ccco2)c1S(=O)(=O)N1CCC(C(=O)N2CCc3ccccc32)CC1,-3,-40,-2,-2,7,3.0,i,-1,27

# The list goes on.
SMILES,MT1-MMP act inh,CendR NRP1 mod,MsrA act,eLon inh,SKN-1 block,MsrA inhibitor,Neddyl block,Rin1-Abl PPI inh,FAS TE block
O=C(Nc1ccon1)c1ccc(S(=O)(=O)N2CCCCCC2)cc1,-1,20,5,-6,2,0.6,i,3,-3
COc1ccc(-n2c(=O)c3ccccc3n(Cc3ccccc3F)c2=O)cc1OC,-2,-3,-7,7,7,-0.7,i,-2,-20
CC1=NN(C(C)C)C(=O)C1,-2,6,-3,-2,0,/,i,-1,-11
Cc1cc(C(=O)Nc2ccc3[nH]ccc3c2)no1,0,-3,-7,5,-1,-1.2,i,-3,-7
COc1ccc(-c2noc(C3CCCN(C(=O)CCc4ccccc4)C3)n2)cc1 (configuration not stated),1,14,-1,2,21,0.1,i,-5,12
Cn1c(=O)c2c(SCc3cccnc3)nc(C3CC3)nc2n(C)c1=O,-3,-4,-4,0,-10,0.2,i,0,-7
CC(C)c1ccc(/C=N/NC(=O)c2ccccn2)cc1,5,1,-3,-12,26,0.3,i,-2,0
O=C(CSc1n[nH]c(=O)n1C1CC1)Nc1ccc(F)c(Cl)c1,-1,-10,-1,-1,-9,1.0,i,5,-8
CCOC(=O)Cc1csc(CC(N)=O)n1,-3,4,-1,0,-3,-0.2,i,5,-5
Cc1sc(NC(=O)c2sc3nc4c(C)cccc4cc3c2N)c(C#N)c1C,-122,-99,-1,-45,19,2.0,i,1,-10
CCN(C(=O)COC(=O)c1nccnc1N)c1cccc2ccccc12,-1,-2,-4,-20,8,0.6,/,0,-9
O=C(Nc1cccc(C(=O)N2CCOCC2)c1)c1ccccc1,4,-4,1,5,0,-0.3,i,3,-10
CS(=O)(=O)Nc1ccc(C2=NN(S(C)(=O)=O)C(c3ccc4c(c3)OCO4)C2)cc1 (configuration not stated),-40,-306,-5,-9,69,-0.5,/,-4,-16
Cc1ccc(F)cc1C(=O)N1CCOCC1c1cc(C(=O)Nc2ccccc2)no1 (configuration not stated),-1,-6,1,3,5,0.3,i,-1,-1
O=C(CN1C(=O)C2C3CCC(C3)C2C1=O)NCc1ccco1 (configuration not stated),7,-2,-3,-6,1,-0.3,i,-3,-2
Cn1c(SCc2nc(-c3ccc(Cl)cc3)no2)nnc1-c1cccs1,1,15,-10,-6,14,-1.3,i,-1,8
Cc1cc(C(=O)NNC(=S)NC(C)c2ccccc2)cs1 (configuration not stated),2,-4,-1,-3,3,0.1,i,2,-9
O=C(NCc1cccs1)c1ccc2sc([C@@H]3O[C@H](CO)[C@H](O)[C@H](O)[C@H]3O)nc2c1,-4,-3,-8,8,5,-0.8,i,4,-9
O=C(NCC1CCCO1)C1CCCN(S(=O)(=O)c2cccc3nsnc23)C1 (configuration not stated),-4,4,-3,-4,8,1.0,i,0,-6
COc1cccc(-c2nc(CS(=O)(=O)CC(=O)NCCCN3CCN(C)CC3)c(C)o2)c1,-2,-14,-1,-2,3,0.5,i,-1,-6

# Looked up by compound from above:
SMILES,MT1-MMP act inh,CendR NRP1 mod,MsrA act,eLon inh,SKN-1 block,MsrA inhibitor,Neddyl block,Rin1-Abl PPI inh,FAS TE block
O=C(CSc1n[nH]c(=O)n1C1CC1)Nc1ccc(F)c(Cl)c1,-1,-10,-1,-1,-9,1.0,i,5,-8
Cc1cc(C(=O)NNC(=S)NC(C)c2ccccc2)cs1 (configuration not stated),2,-4,-1,-3,3,0.1,i,2,-9

# Next section
SMILES,MT1-MMP act inh,CendR NRP1 mod,MsrA act,eLon inh,SKN-1 block,MsrA inhibitor,Neddyl block,Rin1-Abl PPI inh,FAS TE block
COc1cc(C(=S)N2CCCC2)ccc1OCc1ccc(C)cc1,4,0,-5,3,13,-0.5,i,2,15
OC[C@@H]1CN(Cc2cccs2)C[C@H](n2cnc3c(NC4CCC4)ncnc32)O1,3,5,-5,3,-4,0.3,i,-1,-8
O=C1NC(=O)C(=C2CCOC2=O)N1,3,-4,-4,4,13,0.8,i,4,-8
COc1ccc(C(=O)n2cnc3ccccc32)cc1,0,-1,-2,2,-1,0.6,i,-2,-3
C=CCN(CC=C)CCOc1cccc(Oc2ccccc2)c1,2,20,-10,3,-2,-0.8,i,-1,22
COc1cccc(-c2ccc3c(N)c(C(=O)NC4CC4)sc3n2)c1,0,3,-3,-11,15,0.9,+,-2,7
CC/C(=N\NC(=O)CNC(=O)/C=C/c1ccco1)c1ccccc1,0,-15,-1,-5,13,0.9,i,-1,-3
CCCOc1ccc(C2C(C(=O)c3ccco3)=C(O)C(=O)N2CCCn2ccnc2)cc1 (configuration not stated),-3,4,-2,4,-7,-0.5,i,-19,-4
O=C(C(=O)N1CCN(c2ccc([N+](=O)[O-])cc2)CC1)c1cn(CC(=O)N2CCOCC2)c2ccccc12,0,-1,-3,-4,11,-0.3,i,-2,8
c1ccc(C2CC(c3cccs3)n3nnnc3N2)cc1 (configuration not stated),8,3,2,2,-6,-0.2,i,2,-3
CN(C(=O)c1ccc(NC(=O)C2CCN(C(=O)OC(C)(C)C)CC2)cc1)C1CCC1,-2,7,-1,2,2,-0.8,i,0,-13
CC(C)(C)C(=O)Nc1nc2ccc(S(C)(=O)=O)cc2s1,4,-6,-2,8,-2,-0.7,i,-5,-8
Cc1cc(=O)c(C(=O)OC(C)C(=O)NC(N)=O)nn1-c1ccc(Cl)cc1 (configuration not stated),-1,10,-3,-3,1,0.5,i,1,-6
CC(=O)NC(Cc1ccc(C)cc1)C(=O)NC1CCN(c2ncccc2[N+](=O)[O-])CC1 (configuration not stated),4,18,-4,-6,5,0.9,i,-2,-3
CCOC(=O)c1c(C)sc(Sc2ccc(Cl)cc2[N+](=O)[O-])c1OC,-3,1,-6,-8,12,0.3,i,-2,16
CSc1cc(-c2ccc(Cl)cc2)n(Cc2ccccc2)c(=O)c1C#N,/,14,-2,-7,-4,-1.1,i,3,6
Cc1ccc2c(c1)N(CC(=O)NCCC1=CCCCC1)C(=O)c1cccnc1O2,3,-4,-3,-10,8,-0.8,i,0,21
Fc1ccc(-c2nnc(CSc3nnc(-c4ccc5c(c4)OCO5)o3)o2)cc1,-2,-6,0,-5,-27,0.4,i,-2,2
CCCCn1c(N)c(N(Cc2ccccc2)C(=O)COc2ccccc2F)c(=O)[nH]c1=O,-3,7,-3,-5,4,0.8,i,-1,-6
CN(C(=O)c1cccc(NC(=O)Cc2ccccc2)c1)c1ccccc1,-1,4,-2,-2,20,0.7,i,0,-1
COc1cc(CC(=O)OCC(=O)NCCc2ccc(S(N)(=O)=O)cc2)cc(OC)c1OC,0,7,-1,5,9,-1.8,i,1,-5
COCCCNC(=O)Cn1c(=O)n(Cc2ccccc2Cl)c(=O)c2cc(OC)c(OC)cc21,-4,-1,-2,12,0,-0.3,i,-3,2
